# Screens from PubChem.
# NLRP3 yeast inh: blocks the NALP3 inflammasome reconstituted in yeast; Yeast reconstituted NLRP3/ASC/caspase-1, beta-gal luminescence, 24 h; inhibition, % at 10 µM; 0.39% of 330,000 active;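 active means inhibition of 50% or more; inactive means inhibition below 50%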;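 further: plate controls were induced DMSO wells for no effect and uninduced yeast grown without galactose for full effect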
# mIAP activ: mouse IAP activation; muIAP, CDP-Star luminescence, 30 min; stronger effect = higher value; 1 = vehicle-only enzyme signal, 0 = enzyme-free wells; activation factor at 10 µM; 0.24% of 330,000 active; AID 2805;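 active means activation factor of at least 2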; further: the source names both 10 and 20 µM as test concentration; values of inactives mirror those of a sister screen read the other way
#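 Assay system: mouse IAP enzyme / Compound: DMSO-dissolved test compounds / Timing: 30 min, room temperature / Measured by: luminescence from enzymatic CDP-Star hydrolysis / Control set: DMSO-only wells, enzyme-free buffer wells as negative control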
# APOBEC3A inh: inhibitors of human APOBEC3A DNA deaminase. recombinant A3A, FAM/TAMRA ssDNA deamination fluorescence. P31941. AID 493011. inhibition, % at 20 µM. 0.41% of 330,000 active;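 active means at least 40% inhibition at 20 µM here, with at most 30% in a related deaminase screen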;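 further: plate controls were A3A with DMSO for no effect and wells lacking A3A enzyme for full effect; some results filed as inactive read as strong as hits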
# Target sequence (P31941 whole entry, looked up): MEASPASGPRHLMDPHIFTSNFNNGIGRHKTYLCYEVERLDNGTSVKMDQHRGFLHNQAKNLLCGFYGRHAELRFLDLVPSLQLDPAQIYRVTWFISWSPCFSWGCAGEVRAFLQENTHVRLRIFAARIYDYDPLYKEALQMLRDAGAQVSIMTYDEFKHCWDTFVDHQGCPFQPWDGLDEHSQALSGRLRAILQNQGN
# beta cell repl: MIN6 beta-cell proliferation induction; MIN6 cells proliferation, ATPlite luminescence, 48 h; cells starved in 0.2% serum; 100% = growth in 10% serum; proliferation, % at 10 µM; 0.29% of 330,000 active;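 active means compounds whose signal lies at least 3.5 SD above the mean of all wells on their plate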;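 further: 0% = DMSO-treated cells in low-serum medium and 100% = 10% serum control; some compounds called inactive have numbers as strong as hits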
# A3G deaminase: inhibitors of human APOBEC3G DNA deaminase; inhibition, % at 20 µM; 0.28% of 330,000 active; recombinant A3G, ssDNA deamination FAM/TAMRA fluorescence; AID 493012;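 active means inhibition of at least 40% at 20 µM, with no more than 30% in the related APOBEC3A deaminase screen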;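 further: plate controls were DMSO wells with A3G for no effect and wells lacking A3G enzyme for full effect; some compounds called inactive have numbers as strong as hits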
# Target sequence (Q9HC16 whole entry, looked up): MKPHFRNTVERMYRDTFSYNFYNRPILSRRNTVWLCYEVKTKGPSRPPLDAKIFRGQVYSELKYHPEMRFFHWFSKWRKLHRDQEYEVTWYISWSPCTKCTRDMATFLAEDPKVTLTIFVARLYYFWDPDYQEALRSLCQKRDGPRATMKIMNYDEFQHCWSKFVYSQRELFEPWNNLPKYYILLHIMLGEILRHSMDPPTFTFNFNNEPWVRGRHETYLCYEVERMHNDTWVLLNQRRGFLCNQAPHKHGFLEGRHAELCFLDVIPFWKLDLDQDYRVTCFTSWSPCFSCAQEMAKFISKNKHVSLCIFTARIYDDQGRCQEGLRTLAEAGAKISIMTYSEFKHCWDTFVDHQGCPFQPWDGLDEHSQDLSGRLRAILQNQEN
# hIAP block: blocks human intestinal alkaline phosphatase; purified IAP, CDP-Star luminescence, 30 min; 0.12% of 330,000 active; inhibition, % at 10 µM; P09923; AID 2544;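 active means inhibition reaching a set limit with compound at 10 µM in the primary screen, cut at about 35% in these data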;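 further: plate controls were DMSO wells with enzyme for no effect and no-enzyme buffer wells for full effect; values of inactives mirror those of a sister screen read the other way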
# SENP1 FRET inh: inhibitors of human SENP1 SUMO protease catalytic domain | Q9P0U3 | recombinant SENP1 catalytic domain, CyPet-SUMO1-YPet FRET cleavage | inhibition, % at 10 µM | 0.21% of 360,000 active | AID 624204;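 active means inhibition at least 30% at 10 µM, raw YFP signal under a set limit, fluorescence ratio 0.5 to 1.5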;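 further: 0% = enzyme with DMSO and 100% = no enzyme wells; some results filed as inactive read as strong as hits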
# Target sequence (Q9P0U3 419-644 limits assumed): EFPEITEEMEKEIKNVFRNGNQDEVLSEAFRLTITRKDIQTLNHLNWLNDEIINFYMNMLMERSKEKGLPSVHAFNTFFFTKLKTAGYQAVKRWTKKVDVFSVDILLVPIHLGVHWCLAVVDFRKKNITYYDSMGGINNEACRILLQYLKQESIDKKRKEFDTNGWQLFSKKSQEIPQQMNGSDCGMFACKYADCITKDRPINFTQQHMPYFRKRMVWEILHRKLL
#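 Test system: human SENP1 catalytic domain; medium: Tris pH 8 buffer plus EDTA, NaCl, BME, BSA, NP40, catalase; incubation: 50 min reaction at room temperature; technique: FRET, CFP and YFP emission; controls: no-enzyme low control and enzyme-plus-DMSO high control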
# hIAP activ: increases human intestinal alkaline phosphatase activity. P09923. purified human IAP, CDP-Star luminescence, 30 min; stronger effect = higher value; 1 = vehicle-only enzyme, 0 = enzyme-free background. activation factor at 10 µM. 0.16% of 330,000 active;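 active means activation factor of the enzyme at least 2-fold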; further: the source names both 10 and 20 µM as test concentration; values of inactives mirror those of a sister screen read the other way
# mIAP block: blocks mouse intestinal alkaline phosphatase | purified mouse IAP, CDP-Star luminescence, 30 min | inhibition, % at 10 µM | 0.2% of 330,000 active | AID 2806;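 active means inhibition of at least 40% at 10 µM in the primary screen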;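 further: plate controls were DMSO with enzyme for no effect and no enzyme wells for full effect; values of inactives mirror those of a sister screen read the other way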
# Numbers without * were called inactive; / = no result given. A portion of the library; count on the stated rates, not on these rows.
No.	smiles	NLRP3 yeast inh	mIAP activ	APOBEC3A inh	beta cell repl	A3G deaminase
1	CCOc1ccc(N=CC2=C(O)CC(C)(C)CC2=O)cc1	5	0.96	-1	-5	-7
2	COc1ccc(CSCC(=O)NN=C2CCN(C)CC2)cc1	10	1	1	-2	0
3	N#Cc1ccc(C(=O)Nc2cc(S(=O)(=O)Nc3ccc(Cl)cc3)ccc2N2CCCCC2)cc1	-1	0.94	-3	-6	31
4	Cc1ccc(S(=O)(=O)N2[C@@H](c3cccc(Cl)c3)C(C(=O)O)=CC[C@H]2c2cccc(C)c2)cc1	-1	1	-5	-7	-9
5	CC1(O)C(=O)C=C2C=C(C3CC3)OC=C2C1=O (stereo not given)	8	1	1	-2	-5
6	CCOc1ccc(CO/N=C/c2c(C)[nH]c(=O)[nH]c2=O)cc1	11	1	1	2	-6
7	NC(N)=NS(=O)(=O)c1ccc(NC(=S)NC(=O)c2ccc(Br)cc2)cc1	10	0.93	2	1	-4
8	COc1ccccc1NC(=O)C1CCCN(S(=O)(=O)c2cccc3nsnc23)C1 (stereo not given)	10	1	-1	-1	0

No.	hIAP block	SENP1 FRET inh	hIAP activ	mIAP block
1	6	1	0.94	4
2	-12	1	1.1	0
3	9	10	0.91	6
4	9	0	0.91	-2
5	-14	/	1.1	-1
6	-10	0	1.1	-3
7	7	1	0.93	7
8	0	4	1	-4

# (list continues)
No.	smiles	NLRP3 yeast inh	mIAP activ	APOBEC3A inh	beta cell repl	A3G deaminase
9	c1cncc(-c2ccc3ncnc(NCc4ccc5c(c4)OCO5)c3c2)c1	18	1	4	-3	1
10	COc1ccccc1NC(=O)C(C)OC(=O)/C=C/c1ccc2ccccc2n1 (stereo not given)	9	0.95	-3	7	4
11	Cc1ccc(NNC(=O)C2CCC2)cc1C	14	1	-1	-1	-2
12	CCN(CC)C(=O)Oc1ccc(Br)c2ccccc12	14	0.95	0	0	-8
13	COc1ccc(CNC(=O)C2CCC(CNS(=O)(=O)c3cccs3)CC2)cc1 (stereo not given)	-18	0.88	-1	0	-8
14	CC(C)(CN1CCN(Cc2ccccc2)CC1)NS(=O)(=O)c1ccc(Cl)cc1	33	0.97	-1	-3	-2
15	CC(=O)c1sc(NC(=O)C(C)Oc2ccc3c(C)cc(=O)oc3c2)nc1C (stereo not given)	29	1	0	-2	-7
16	Cc1c(C(=O)NCc2nnc(-c3ccccc3)o2)oc2c(F)cccc12	7	0.98	0	-5	-5

No.	hIAP block	SENP1 FRET inh	hIAP activ	mIAP block
9	-4	1	1	-3
10	15	2	0.85	5
11	-7	-2	1.1	0
12	3	0	0.97	5
13	-2	0	1	12
14	0	2	1	3
15	2	-8	0.98	0
16	-7	-1	1.1	2

# (next part)
No.	smiles	NLRP3 yeast inh	mIAP activ	APOBEC3A inh	beta cell repl	A3G deaminase
17	Clc1ccc(-n2c(SC/C=C/c3ccccc3)nnc2-c2cccnc2)cc1	-5	1.1	-2	-2	-8
18	CCN(C(=O)COC(=O)c1cccc(S(=O)(=O)N2CCOCC2)c1)C1CCS(=O)(=O)C1 (stereo not given)	8	1	-1	2	-6
19	Cc1ccc(-c2c(C)sc(NC(=O)C3C4CCC(O4)C3C(=O)O)c2C(=O)OC(C)C)cc1 (stereo not given)	4	1	-2	-3	-6
20	CC(=O)N1c2c(cc(Br)cc2S(=O)(=O)NCc2ccc(C)cc2)CC1C (stereo not given)	2	0.95	-2	0	-9
21	c1ccc(-c2nc(CSc3nnnn3-c3ccccc3)cs2)cc1	-17	0.94	-3	-3	-6
22	CC(Nc1nc(-c2ccc(F)cc2)cs1)c1nc2cc(Cl)c(Cl)cc2n1CCOCCO (stereo not given)	11	0.97	-1	-8	-6
23	O=C1CCN(S(=O)(=O)c2ccccc2)N1	7	0.93	-2	0	-1
24	CC1CC(=O)N(CC(=O)Nc2ccc(Br)cc2)c2ccccc2S1(=O)=O (stereo not given)	3	0.92	-2	4	-7

No.	hIAP block	SENP1 FRET inh	hIAP activ	mIAP block
17	-4	1	1	-9
18	-8	-1	1.1	-4
19	-2	2	1	-1
20	1	2	0.99	5
21	6	3	0.94	6
22	-2	-4	1	3
23	9	-3	0.91	7
24	-16	1	1.2	8

# Additional records
No.	smiles	NLRP3 yeast inh	mIAP activ	APOBEC3A inh	beta cell repl	A3G deaminase
25	Cc1ccc(C2CCN(C(=S)NC(C)(C)C)C2)cc1 (stereo not given)	17	1.1	-6	-3	-5
26	O=C(CCC(=O)N/N=C/c1ccco1)N/N=C/c1ccco1	-11	0.96	-2	-2	-7
27	COc1cc(NC(=O)C2CC(c3ccc(Cl)cc3)=NO2)cc(OC)c1OC (stereo not given)	11	0.99	-8	-4	-8
28	COc1ccc(CN=C(C#N)C2=C(O)c3ccccc3C2=O)cc1	33	0.98	-2	-3	-3
29	Cc1cc(C(C)(C)C)oc1C(=O)N(CC(=O)NC1CCCC1)Cc1ccc(F)cc1	12	1.3	-3	-2	-6
30	CN1C(C(=O)Nc2cccc(O)c2)=CC(c2cccs2)=NS1(=O)=O	19	0.89	-1	1	1
31	O=C(COc1ccccc1)Nc1ccc(-c2nnc(-c3ccco3)o2)cc1	1	1	-5	-2	-7
32	NNC(=O)c1ccc(Cn2cccn2)o1	26	0.94	5	-2	8

No.	hIAP block	SENP1 FRET inh	hIAP activ	mIAP block
25	3	1	0.97	-8
26	19	5	0.81	4
27	-11	-1	1.1	1
28	14	2	0.86	2
29	-3	4	1	-25
30	18	3	0.82	12
31	-10	-2	1.1	-4
32	-19	1	1.2	6

# Carrying on.
No.	smiles	NLRP3 yeast inh	mIAP activ	APOBEC3A inh	beta cell repl	A3G deaminase
33	CCOC(=O)c1c(C)n(C)c2ccc(O)c(S(=O)(=O)c3ccccc3)c12	-6	0.98	4	-2	0
34	CCCN1C2CCCC1CC(NC(=O)NC1CCCCC1)C2 (stereo not given)	-2	0.93	-6	-1	-6
35	Cc1ccc(NC(=O)CSc2nc3ccccc3nc2N2CCOCC2)c(C)c1	5	0.98	-10	-2	-6
36	CC1=CC2=NC(=O)CC(C)(C(=O)N(CC(=O)NC(C)(C)C)Cc3cccs3)N2C=C1 (stereo not given)	16	0.96	1	2	-4
37	CCOC(=O)COc1cccc2c(=O)n(CC(N)=O)ccc12	-1	1	4	-3	4
38	CCC(=O)N1CCc2cc(S(=O)(=O)NC(CC(C)C)C(=O)N3CCc4ccccc43)ccc21 (stereo not given)	10	1.1	-4	-1	-5
39	Cc1ccc(C(=O)NCc2ccco2)cc1Br	33	1.1	11	-1	16
40	CN(C)C(=O)CCc1ccc2c3c([nH]c2c1)[C@]1(C)[C@@H](C(=O)N2CCCCC2)C[C@H](CC(=O)NCc2ccco2)C(=O)N1CC3	/	1.1	1	/	3

No.	hIAP block	SENP1 FRET inh	hIAP activ	mIAP block
33	-2	1	1	2
34	12	1	0.88	7
35	8	-1	0.92	2
36	6	2	0.94	4
37	2	1	0.98	-4
38	-21	-1	1.2	-6
39	0	-1	1	-5
40	/	-1	/	-12

# Limited to NLRP3 yeast inh (7 entries from above):
no.	Molecule	NLRP3 yeast inh
33	CCOC(=O)c1c(C)n(C)c2ccc(O)c(S(=O)(=O)c3ccccc3)c12	-6
34	CCCN1C2CCCC1CC(NC(=O)NC1CCCCC1)C2 (stereo not given)	-2
35	Cc1ccc(NC(=O)CSc2nc3ccccc3nc2N2CCOCC2)c(C)c1	5
36	CC1=CC2=NC(=O)CC(C)(C(=O)N(CC(=O)NC(C)(C)C)Cc3cccs3)N2C=C1 (stereo not given)	16
37	CCOC(=O)COc1cccc2c(=O)n(CC(N)=O)ccc12	-1
38	CCC(=O)N1CCc2cc(S(=O)(=O)NC(CC(C)C)C(=O)N3CCc4ccccc43)ccc21 (stereo not given)	10
39	Cc1ccc(C(=O)NCc2ccco2)cc1Br	33

# Following part.
No.	smiles	NLRP3 yeast inh	mIAP activ	APOBEC3A inh	beta cell repl	A3G deaminase
41	O=C(CNc1cccc2ccccc12)N/N=C/c1ccc([N+](=O)[O-])o1	19	0.83	-4	-6	-7
42	CCOC(=O)c1cc(-c2ccc3c(c2)OCCO3)n[nH]1	17	1	-4	-2	-10
43	COc1cccc(Oc2cn[nH]c2-c2ccc(OCC(=O)NN)cc2O)c1	-1	1	10	-2	1
44	O=C(NCCNc1nccc(C(F)(F)F)n1)c1cccc(C(F)(F)F)c1	16	0.98	13	-2	11
45	COc1ccccc1OCCn1cc(/C=C(\C#N)C(=O)NCc2ccco2)c2ccccc21	21	0.89	0	-2	-2
46	COc1ccc(OC)c(C(=O)c2coc3ccc(OC)cc23)c1	31	1	0	4	-5
47	CC(C)(C)OC(=O)NC(Cc1ccccc1)C(=O)O (stereo not given)	6	1.1	-4	-2	-3
48	COc1ccc(NC(=S)N2CCN(C(=O)c3ccccc3)CC2)cc1	31	0.94	-2	-2	-10

No.	hIAP block	SENP1 FRET inh	hIAP activ	mIAP block
41	1	-3	0.99	17
42	-22	3	1.2	-2
43	-97	2	2	-3
44	-6	2	1.1	2
45	7	-60	0.93	12
46	-4	-1	1	-2
47	3	10	0.97	-5
48	-5	-1	1.1	6

# Exported bar-delimited: entries from further up.
entry | molecule | NLRP3 yeast inh | mIAP activ | APOBEC3A inh | beta cell repl | A3G deaminase | hIAP block | SENP1 FRET inh | hIAP activ | mIAP block
47 | CC(C)(C)OC(=O)NC(Cc1ccccc1)C(=O)O (stereo not given) | 6 | 1.1 | -4 | -2 | -3 | 3 | 10 | 0.97 | -5
48 | COc1ccc(NC(=S)N2CCN(C(=O)c3ccccc3)CC2)cc1 | 31 | 0.94 | -2 | -2 | -10 | -5 | -1 | 1.1 | 6

# (cont.)
No.	smiles	NLRP3 yeast inh	mIAP activ	APOBEC3A inh	beta cell repl	A3G deaminase
49	CC(=O)c1ccc(N2CCN(C(=O)COc3ccc4c(c3)CCC4)CC2)cc1	23	0.94	-1	-1	-5
50	COc1ccc(C2=NN(C(=O)CCC(=O)O)C(c3ccc(OC)c(OC)c3)C2)cc1 (stereo not given)	4	0.94	-2	-4	11
51	Cc1cccc(NC(=O)CSCc2cc(=O)n3nc(C4CC4)sc3n2)c1	17	0.96	-3	-1	-6
52	CCOC(=O)c1ccccc1-c1csc(N)n1	17	1	2	2	1

No.	hIAP block	SENP1 FRET inh	hIAP activ	mIAP block
49	-3	1	1	6
50	-30	-1	1.3	6
51	-4	1	1	4
52	7	1	0.93	-4
